GALK inhibitor – inhibitors of human galactokinase (GALK). Potency, µM (doses to about 57.5 µM), for the others: top-dose activity, negative = inhibition, hits mostly inhibitors. P51570. 44,000 tested, under 10 active. recombinant GALK, Kinase-Glo ATP luminescence, 1 h;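 also: plate controls were full GALK reaction for no effect and reaction lacking GALK for full effect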
Target sequence (P51570 whole entry, looked up): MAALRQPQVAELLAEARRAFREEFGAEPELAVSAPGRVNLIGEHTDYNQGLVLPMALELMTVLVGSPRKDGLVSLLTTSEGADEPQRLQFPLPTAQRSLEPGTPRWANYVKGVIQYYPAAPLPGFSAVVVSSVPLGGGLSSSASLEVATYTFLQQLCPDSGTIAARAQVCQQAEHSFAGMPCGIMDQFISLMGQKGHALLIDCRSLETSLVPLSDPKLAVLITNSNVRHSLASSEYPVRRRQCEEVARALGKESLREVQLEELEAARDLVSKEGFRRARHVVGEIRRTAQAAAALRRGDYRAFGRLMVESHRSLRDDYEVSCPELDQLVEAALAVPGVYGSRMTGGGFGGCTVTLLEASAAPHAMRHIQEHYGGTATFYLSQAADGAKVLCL
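Reactions with and without enzyme served as controls. GALK at 5 nM phosphorylates 100 uM galactose using 35 uM ATP (HEPES pH 8.0, Mg2+) for 1 h at RT, with luminescence read 10 min after adding Kinase-Glo Plus.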
FH mod – Identification of activators of human fumarate hydratase by quantitative high-throughput screening; AID 1347055, 2019; hit rate 0.22% among 54,000; FH coupled MDH/diaphorase resazurin fluorescence, 15 min; Potency, µM (titrated, usually from 79.9 µM), inactives show at the top dose activity change, negative = inhibition, most hits filed as inhibitors; Fumarate hydratase, mitochondrial (Homo sapiens), P07954; also: potency is read from the fitted curve at half-maximal effect; % is scaled to controls: 0 for no effect and ±100 for the full control effect; the screen sought activators but most active calls are inhibition curves; nearly all actives have a fitted effect of over 45% in size
p53null 32C kill – p53 null cell cytotoxicity, permissive temperature; AID 903; hit rate 0.62% among 55,000; H1299-neo p53 null cells, ATP luminescence, 24 h, 32C; Potency, µM (titrated, usually from 46.1 µM), for the others: at the highest dose activity change, negative = cytotoxicity, actives largely listed as cytotoxic;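 also: potency is read from the fitted curve at half-maximal effect; 0% = DMSO only and -100% = full killing by 100 µM tamoxifen; nearly all actives have a fitted effect of over 55% in size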
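H1299-neo (p53 null) cells, 600/well, treated 24 h at 32C with compound up to 46 uM; ATPlite luminescence viability, normalized to DMSO and 100 uM tamoxifen; AC50 by Hill fit.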
TSG101-PTAP inh – TSG101-PTAP interaction inhibition, HIV-1 budding; Fluorescence polarization, FITC-PTAP peptide/Tsg101, 20 min; 44,000 tested, under 10 active; AID 1347069; Q99816; Potency, µM (series often up to 115 µM), for inactives: at the top dose activity change, negative = inhibition, hits mostly inhibitors; also: potency is read from the fitted curve at half-maximal effect; 0% is about no effect
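Fluorescence polarization binding of Tsg101 binding domain (10 uM final) to FITC-labeled PTAP-motif peptide (50 nM final) in HEPES pH 7.5/NaCl/Tween 20/EDTA/TCEP buffer; 20 min at r.t. Actives by curve class, <25 µM, efficacy <60% inhibition.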
B2AR arrestin ag – beta-arrestin recruitment by human beta2-adrenergic receptor ligands; P07550; HTLA Tango cells, beta-arrestin recruitment, luciferase luminescence, 18 h; Potency, µM (titrated, usually from 46.1 µM), inactives show top-dose activation, most hits filed as activators; 44,000 tested, under 10 active;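 also: potency is read from the fitted curve at half-maximal effect; 0% = DMSO and full agonism = EC100 isoproterenol or metaproterenol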
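Tango cells (recombinant beta2-AR, beta-arrestin, tTA-driven luciferase), 1500/well in DMEM 1% FBS, treated 18 h at 37 °C with compounds up to 46 µM; luciferin mix added, luminescence read after 15 min; %activity curves fitted and curve-classed.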
NTMT1 inh – blocks human N-terminal methyltransferase 1 activity; Q9BV86; NTMT1 MTase-Glo SAH luminescence, purified enzyme; Potency, µM (highest dose often 114 µM), inactives show at the highest dose activity change, negative = inhibition, hits mostly inhibitors; hit rate 2.5% among 59,000;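 also: potency is read from the fitted curve at half-maximal effect; plate controls were DMSO vehicle for no effect and no enzyme for full effect; nearly all actives have a fitted effect of over 65% in size; many of its hits are not listed in these tables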
Target sequence (Q9BV86 whole entry, looked up): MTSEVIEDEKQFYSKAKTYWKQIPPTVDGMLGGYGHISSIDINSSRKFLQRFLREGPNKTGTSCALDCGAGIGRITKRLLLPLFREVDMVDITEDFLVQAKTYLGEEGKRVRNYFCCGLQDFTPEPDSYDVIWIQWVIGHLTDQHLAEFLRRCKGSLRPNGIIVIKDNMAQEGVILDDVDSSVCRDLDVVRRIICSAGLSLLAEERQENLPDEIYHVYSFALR
p53null 39C tox – p53 null cell cytotoxicity, nonpermissive temperature | hit rate 0.97% among 55,000 | H1299 p53-null (neo) cells, 39C, ATPlite viability, 24 h | Potency, µM (highest dose often 46.1 µM), without a hit: top-dose activity, negative = cell killing, hits mostly cytotoxic;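 also: potency is read from the fitted curve at half-maximal effect; 0% = DMSO only and -100% = full killing by 100 µM tamoxifen; nearly all actives have a fitted effect of over 50% in size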
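Concentration-response (up to 46 uM) was run for 24 h at the nonpermissive 39C on H1299-p53A138V or H1299-neo cells. ATP content was measured with ATPlite luminescence. AC50 values were Hill-modeled after normalizing between DMSO and 100 uM tamoxifen killing.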
* = called active by the depositor; u = inconclusive; x = not tested or not shown; [ ] = dose if it differs, or a comment. Calls follow the shape of the dose curve; as a rule, active = well fitted curve in the direction sought with a large enough effect; inconclusive = small, poorly fitted or top-dose-only effect, or another doubt; inactive = no such curve, though single readings can be large; an effect the other way counts as inactive or inconclusive.

canonical_smiles	GALK inhibitor	FH mod	p53null 32C kill	TSG101-PTAP inh	B2AR arrestin ag	NTMT1 inh	p53null 39C tox
CCCOc1ccc(C(=O)Nc2cc3c(cc2N2CCOCC2)n(C)c(=O)n3C)cc1	2.7%	-16.8%	3.8%	-1.9%	-1.4%	-5.4%	-3.7%
CCc1ccc(N(CC)C(=O)c2sc3nc4n(c(=O)c3c2C)CCCC4)cc1	2.7%	-4.5%	2.3%	0.8%	0.1%	-1.9%	u
COc1ccc(OC)c(NC(=O)CCn2cnnn2)c1	0.0%	6.2%	3.0%	-7.7%	-0.3%	-13.8%	-7.8%
Cc1ccc(-c2ccc(CCC(=O)O)n2-c2ccc(C)c(Cl)c2)cc1	3.7%	-15.5%	10.0%	-7.8%	0.8%	-14.0%	16.4%
O=C(Nc1ccc(F)c(Cl)c1)c1cc(S(=O)(=O)NCc2ccc3c(c2)OCO3)ccc1F	-1.5%	-28.8%	26.1%	0.2%	-1.9%	5.7%	9.9%
CCc1ccc(OCc2cc(=O)n3cc(C)sc3n2)cc1	-1.3%	-1.3%	-1.5%	-4.9%	0.1%	-17.6%	-0.3%
Cc1ccccc1OCCn1c(CCNC(=O)C2CCCCC2)nc2ccccc21	-2.1%	-1.5%	0.1%	-0.6%	-0.7%	-0.6%	-22.4%
CCC(=O)N1CCc2cc(Br)cc(S(=O)(=O)NCc3ccccc3)c21	-3.8%	-4.8%	2.5%	-0.6%	0.9%	-5.4%	-6.5%
COc1cc(OC)c(N(C)C(=O)C2CCCN(c3ncnc4c3nc3n4CCCCC3)C2)cc1Cl (configuration not stated)	1.1%	u	2.0%	-4.5%	2.3%	-3.7%	-9.0%
Cc1ccc(C)c(Cn2c3ccccc3c3cnn(CC(=O)NC4CCC(C)CC4)c(=O)c32)c1 (configuration not stated)	1.1%	4.3%	5.0%	-0.9%	-2.7%	20.0%	-17.1%
CCN(c1cccc(C)c1)S(=O)(=O)c1cc2c(cc1C)n(C)c(=O)c(=O)n2C	3.2%	-14.0%	-8.2%	0.5%	0.5%	12.5%	-10.5%
COC(=O)c1ccccc1NC(=O)c1ccc(CN2CC(=O)N3CCCCC3C2=O)cc1 (configuration not stated)	1.5%	-11.6%	-4.9%	-3.0%	-0.8%	7.5%	-17.5%
Cc1cccc(NC(=O)CSc2cn(CC(=O)N3CCCC3)c3ccccc23)c1C	0.0%	-17.1%	-0.4%	-0.7%	0.8%	u	-19.6%
Cc1coc2cc3oc(=O)c(CC(=O)NCc4ccc(F)cc4)c(C)c3cc12	2.9%	-14.0%	5.9%	-1.2%	0.4%	2.9%	-10.1%
COc1ccc2c(CNCCc3cccs3)c(C(=O)O)n(Cc3ccccc3C)c2c1	0.0%	-3.5%	-4.7%	13.8%	-0.8%	7.6%	-9.5%
O=C(NCCc1ccc(Cl)cc1)C1CCN(Cc2cc3ccccc3n2Cc2ccccc2)CC1	-0.2%	-12.1%	10.7%	1.9%	-3.2%	3.9%	12.8%
COc1ccccc1-c1nc(CNC(=O)Nc2ccccc2)c(C)o1	0.0%	-3.5%	-12.3%	1.2%	-0.6%	-8.1%	-8.2%
Cc1cc(C)n(-c2nc3ccccc3nc2Nc2ccc(Cl)cc2Cl)n1	-0.3%	6.9%	3.1%	0.5%	-0.3%	17.9%	2.4%
CC(=O)c1ccc(N2C(=O)N(Cc3cccc(C(F)(F)F)c3)c3ccccc3S2(=O)=O)cc1	1.0%	-39.2%	47.7%[activator]	-1.5%	-1.4%	9.6%	-12.4%
COc1cccc(Cn2nnc(C(=O)Nc3cc(C)ccc3C)c2N)c1	-0.3%	-9.5%	3.2%	0.7%	0.9%	5.8%	0.6%
CCc1ccc(NC(=O)Cn2c(=O)n(-c3ccccc3C)c(=O)c3c2c2cc(OC)ccc2n3C)cc1	1.4%	-18.5%	-14.0%	-9.9%	1.9%	5.6%	9.9%
CC(C)OCc1cc(CN2CCN(c3cccc(C(F)(F)F)c3)CC2)c(O)c2ncccc12	u	u	u	1.9%	0.2%	12.9%	0.501µM*
CCOC(=O)c1cnc2c(ccc3ccccc32)c1Nc1cccc(C(F)(F)F)c1	0.0%	-1.3%	13.1%	-0.7%	1.0%	-6.3%	0.3%
Cc1nc(-n2nc(C)c(CCC(C)C)c2C)sc1C(=O)Nc1ccc(Br)cc1	0.3%	1.6%	-5.5%	-8.1%	0.9%	21.7%	-12.0%
Clc1ccccc1N1CCN(c2ncnc3c2c(-c2ccccc2)cn3-c2ccccc2)CC1	-1.1%	-14.5%	-2.7%	-3.6%	1.1%	4.2%	13.0%
CN(Cc1ccccc1)S(=O)(=O)c1ccc(-c2cnc(C3CC3)o2)cc1	0.4%	19.3%	5.6%	0.0%	-1.0%	-4.8%	-7.1%
O=C(NCC(c1cccnc1)N1CCOCC1)C(=O)Nc1cccc(Cl)c1 (configuration not stated)	-11.9%	-5.6%	0.8%	-3.5%	0.6%	-1.9%	-17.9%
COc1ccc(Nc2nc3ccccc3c3nnc(C)n23)cc1Cl	0.4%	-18.1%	0.4%	-1.1%	1.0%	-8.7%	-21.5%
CCCCN(CCCNC(=O)c1cc(Nc2ccccc2OC)nc2ccccc12)c1ccccc1	-0.8%	-18.3%	13.9%	-3.2%	0.2%	-17.8%	-2.4%
Cc1cccc(N2CCN(S(=O)(=O)c3ccc4c(c3)CC(=O)N4C)CC2)c1C	-0.7%	-17.3%	-1.6%	4.0%	0.1%	1.6%	-12.9%

(further entries)
Screens by letter: A = GALK inhibitor; B = FH mod; C = p53null 32C kill; D = TSG101-PTAP inh; E = B2AR arrestin ag; F = NTMT1 inh; G = p53null 39C tox
SMILES: COC(=O)c1ccccc1NC(=O)c1nc(S(=O)(=O)Cc2ccccc2F)ncc1Cl
  A: 0.9%	B: -21.7%	C: 2.8%	D: 0.1%	E: -1.6%	F: 5.7%	G: -6.2%
SMILES: CCOC(=O)c1cccnc1SCC(=O)N(CC)c1cccc(C)c1
  A: 1.1%	B: -7.7%	C: -12.4%	D: 1.1%	E: -0.4%	F: -10.5%	G: 15.1%
SMILES: COc1ccc(NC(=O)CC2C(=O)N(c3ccc(F)cc3)C(=O)N2Cc2cccnc2)cc1 (configuration not stated)
  A: -0.4%	B: x	C: 0.5%	D: 1.6%	E: 0.2%	F: x	G: 12.9%
SMILES: CCc1nc(-c2cc(S(=O)(=O)N3CCN(c4ccccc4OC)CC3)ccc2OC)no1
  A: 0.4%	B: -19.3%	C: -6.6%	D: 4.1%	E: -2.5%	F: 8.1%	G: -16.1%
SMILES: CCOC(=O)c1c(NC(=O)COc2ccccc2F)sc2c1CCCC2
  A: 1.9%	B: -15.0%	C: 2.7%	D: -9.2%	E: -0.1%	F: -1.9%	G: -16.0%
SMILES: COc1ccc(CNC(=O)C2=CC(c3ccc(OC)c(OC)c3)=NS(=O)(=O)N2C)cc1
  A: -12.0%	B: -12.5%	C: 5.9%	D: -0.9%	E: -3.0%	F: 17.7%	G: -15.6%
SMILES: CCCNC(=O)c1ccc2nc(CCc3ccccc3)oc2c1
  A: -1.3%	B: 2.6%	C: -7.5%	D: 2.8%	E: -1.3%	F: -1.5%	G: 3.5%
SMILES: Cc1cc(C)c(S(=O)(=O)N2CCC(n3c(C(F)(F)F)nc4cccnc43)CC2)c(C)c1
  A: -2.2%	B: x	C: -6.7%	D: 2.5%	E: -1.2%	F: x	G: -14.8%
SMILES: Cc1c(Cl)cccc1NC(=O)c1cc(S(=O)(=O)N2CCCCC2)cn1C
  A: 1.9%	B: 0.3%	C: 6.3%	D: -1.0%	E: -0.5%	F: 4.0%	G: 28.7%
SMILES: Cc1ccc2c(CN3CCN(C(=O)c4ccc(F)cc4)CC3)cc(=O)oc2c1
  A: 2.8%	B: -1.0%	C: -5.0%	D: -3.6%	E: -2.2%	F: 4.8%	G: -19.1%
SMILES: Cc1cccc(NC(=O)CSc2nc3ccc(NC(=O)CCc4ccccc4)cc3s2)c1
  A: -0.7%	B: 0.8%	C: -7.8%	D: 1.9%	E: -3.8%	F: 14.2%	G: -28.5%
SMILES: CC(=O)Nc1c(C)nn(-c2ccccc2)c1N1CCC(C(=O)NCc2ccc(Cl)cc2)CC1
  A: -1.4%	B: -13.7%	C: -13.8%	D: 0.4%	E: -0.8%	F: -3.8%	G: -9.7%
SMILES: Cc1cccc(C(=O)NCCc2nc3ccccc3n2Cc2ccc(Cl)cc2)c1
  A: -1.7%	B: -24.5%	C: -8.5%	D: -2.3%	E: -3.9%	F: -3.5%	G: u
SMILES: CCOc1ccc(C(=O)Nc2ccc3nc(N(CC)CC)cc(C)c3c2)cc1
  A: 1.6%	B: -5.7%	C: -0.9%	D: -4.9%	E: -1.3%	F: -11.1%	G: -9.4%
SMILES: COc1ccc(NC(=O)Cn2c(SCc3ccc(C)cc3)nc3cccnc32)c(OC)c1
  A: 1.2%	B: 3.8%	C: u	D: 1.3%	E: 1.7%	F: -11.7%	G: u
SMILES: COc1ccc(S(=O)(=O)N(CC(=O)Nc2ccc(C)cc2)c2ccc(C)cc2)cc1OC
  A: -0.5%	B: -13.2%	C: 10.6%	D: 0.0%	E: 1.8%	F: 7.7%	G: -24.1%
SMILES: COC(=O)c1ccc(Cn2nnc3sc4c(c3c2=O)CCCC4)cc1
  A: 4.4%	B: -0.5%	C: -5.3%	D: 1.3%	E: u	F: 13.9%	G: -0.9%

Screening data: PubChem BioAssay, National Center for Advancing Translational Sciences (NCATS)

A portion of the library; the hit share may differ from the screen's.
